IL1B secr inh: inhibitors of inflammasome signaling (IL-1 beta secretion); THP-1 LPS/ATP IL-1B secretion, AlphaLISA, 16 h; stronger effect = lower value; activity change, % at 57.5 µM; 4.7% of 360,000 active; AID 743279; in the data active = activity change below about -50%; inconclusive = mostly about -30% to -49%; note: % is set by controls: 0 for no effect and ±100 for the full control effect
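Secreted IL-1B measured by AlphaLISA bead assay after 16 h compound exposure of THP-1 cells; compounds (final up to 57.5 uM) added 1 h before LPS (250 ng/mL) and ATP (1.25 mM) stimulation; lower signal means less secretion.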
TGFb inhibitor: inhibitors of TGF-b signaling; HepG2 CAGA-GFP TGF-b/SMAD3 reporter, GFP fluorescence, 18 h; TGF-beta stimulated, 500 pg/mL final; Potency, µM (titrated, usually from 46.1 µM), for inactives: at the highest dose activity, negative = inhibition, most hits filed as inhibitors; 1.2% of 410,000 active; note: potency is the fitted concentration of half-maximal effect; % is set by controls: 0 for no effect and ±100 for the full control effect; nearly all actives have a fitted effect of over 65% in size
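Using HEPG2 CAGA-GFP reporter cells at 1000 cells/well, we pinned test compounds, stimulated with recombinant TGF-beta (500 pg/mL final) and measured total well GFP after 18 h.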
Nrf2 block: inhibitors of Nrf2 signaling; A549 ARE-Fluc reporter, luciferase luminescence, 18-24 h; Potency, µM (titrated, usually from 46 µM), without a hit: at the highest dose activity change, negative = inhibition, most hits filed as inhibitors; 2.1% of 360,000 active; note: potency is the fitted concentration of half-maximal effect; % is set by controls: 0 for no effect and ±100 for the full control effect; nearly all actives have a fitted effect of over 60% in size
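A549 ARE_Fluc cells, 5000/well, 5% FBS OPTI-MEM; compounds in dose-response, 18-24 h at 37 °C/5% CO2; CellTiter-Fluor viability read (Ex 405/Em 525), then BugLite luciferase luminescence = Nrf2 activity.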
A549 viability: counter-screen for Nrf2 inhibitors: cytotoxicity in A549 cells; Potency, µM (doses to about 46 µM), inactives show at the top dose activity change, negative = cytotoxicity, actives largely listed as inhibitors; A549 ARE-Fluc cells, CellTiter-Fluor viability, 18-24 h; 0.16% of 390,000 active; note: potency is the fitted concentration of half-maximal effect; % is set by controls: 0 for no effect and ±100 for the full control effect
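A549 ARE_Fluc cells in 5% FBS OPTI-MEM were exposed to compounds in concentration-response for 18-24 h at 37 deg C. Viability was read by CellTiter-Fluor fluorescence (Ex 405/Em 525) after 30 min, before the luciferase read.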
MCF10A rerep: DNA re-replication induction in MCF 10a cells; MCF 10A DNA re-replication, Hoechst nuclear intensity, 48 h; Potency, µM (titrated, usually from 46.1 µM), inactives show at the highest dose activity, positive = re-replication, hits mostly activators; 2.9% of 350,000 active; AID 624296; note: potency is the fitted concentration of half-maximal effect; % of control where 0% means no effect; nearly all actives have a fitted effect of over 50% in size
Nrf2 activator: activators of Nrf2 (ARE) signaling; AREc32 ARE-luciferase reporter (MCF7-derived line), luminescence, 24 h; Potency, µM (highest dose often 46.1 µM), for the others: at the top dose activation, hits mostly activators; 0.31% of 410,000 active; note: potency is the fitted concentration of half-maximal effect; % of control where 0% means no effect; nearly all actives have a fitted effect of over 65% in size
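Each well held 1000 AREc32 cells, which were incubated with compound for 24 hr at 37 deg C after overnight attachment, and ARE reporter activity was quantified by firefly luciferase luminescence.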
HepG2 tox: HepG2 cytotoxicity, counter-screen for TGF-b inhibitors | HepG2 CAGA-GFP viability, ATP luminescence, 18 h | Potency, µM (titrated, usually from 46.1 µM), for inactives: at the highest dose activity change, negative = cytotoxicity, usual class: cytotoxic | 0.76% of 410,000 active | AID 588856; note: potency is the fitted concentration of half-maximal effect; some results filed as inactive show a strong effect at the top dose
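CellTiter-Glo luminescence gave cytotoxicity after 18 hours at 37 degrees C. The cells were HepG2 CAGA-GFP in 1% FBS DMEM, stimulated with 500 pg/mL TGF-beta after compound addition. %Activity was normalised to no-cell wells (complete cell-killing) and DMSO (no toxicity), and curves were fitted and classified.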
ATXN2 expr inh: ATXN2 expression inhibition; 0.72% of 360,000 active; AID 1745845; Potency, µM (doses to about 57 µM), without a hit: at the highest dose activity change, negative = inhibition, actives largely listed as inhibitors; HEK-293 ATXN2-luciferase reporter, luminescence, 24 h; note: potency is the fitted concentration of half-maximal effect; % is set by controls: 0 for no effect and ±100 for the full control effect; nearly all actives have a fitted effect of over 55% in size
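qHTS (up to 57 uM final) was run with 24 h compound exposure of reporter cells at 37 °C. Each well was multiplexed: SteadyGlo luminescence measured ATXN2-luciferase expression after a fluorogenic Gly-Phe-AFC viability readout (25 uM final).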
ATXN viability: viability counter-screen for ATXN expression inhibitors | 0.49% of 400,000 active | S2 cells (HEK-293 line with an ATXN2-luciferase reporter) viability, CellTiter-Fluor protease fluorescence, 24 h | AID 651635 | Potency, µM (series often up to 56.7 µM), actives largely listed as cytotoxic; note: potency is the fitted concentration of half-maximal effect; nearly all actives have a fitted effect of over 40% in size
An asterisk follows results filed as active; i = inactive; ? = inconclusive; · = no result given; & = joins results of further samples; ! = not active in a repeat; [ ] = dose if it differs, or a comment. Unless noted, calls come from the whole dose curve; as a rule, active = well fitted curve in the direction sought with a large enough effect; inconclusive = small, poorly fitted or top-dose-only effect, or another doubt; inactive = no such curve, though single readings can be large; an effect the other way counts as inactive or inconclusive.

SMILES | IL1B secr inh | TGFb inhibitor | Nrf2 block | A549 viability | MCF10A rerep | Nrf2 activator | HepG2 tox | ATXN2 expr inh | ATXN viability
CCOC(=O)C1=C(C)NC(C)=C(C(=O)OCC)C1 | 21&-9 | -6%&-7% | 22%&18% | 1%&21% | -2%&-5% | -0.5%&0.1% | -2%&1% | 6% | i
CCCCCn1c(=NC(=O)c2ccco2)c(C(=O)OCC)cc2c(=O)n3ccccc3nc21 | -74*! | ? | ? | -11%&-8% | ? | 0.2%&0.3% | -24%&-29% | 6%&-3% | i
CC(=O)c1cccc(N=Cc2c(O)c3ccccc3oc2=O)c1 | 30 | -17% | 7% | -4% | -2% | 19% | -26% | 3% | i
COc1cccc(-n2nnnc2SCC(=O)NCCc2ccc(OC)c(OC)c2)c1 | -9 | -16% | 6% | 3% | -9% | -0.3% | -7% | -4% | i
C/C(=C\C(=S)Nc1ccccc1)Nc1cccc2ccccc12 | -7 | ? | 6% | 5% | 10% | 13% | -26% | -14% | i
CCOc1ccc(CCNC(=O)c2cccc3c2C(=O)N(CCOC)C3)cc1OCC | 20 | ? | 3% | -2% | 5% | -0.3% | -44% | -16% | i
COc1ccc(CCCNC(=O)C2(C)Cc3c(-c4ccc(C(N)=O)cc4)ccnc3O2)cc1 (stereo not given) | -18 | 35%[activator] | · | · | · | 0.5% | -1% | -4% | i
CN(C)c1ccc2c(=O)cc[nH]c2c1 | 21 | 4% | · | · | · | -1.1% | 3% | 10% | ·
COc1ccc(C(=O)Nc2ccc(Cl)cc2C(=O)NCc2ccco2)cc1 | 25 | 1% | -9% | -17% | 121%[0.0737 µM] | -0.2% | -29% | -8% | i
CC1CC1C(=O)OCC(=O)Nc1cccc(Br)c1 (stereo not given) | 12 | 6% | -4% | -3% | 8% | 0.3% | 4% | 2% | i
OCCC1CN(Cc2nc3c(s2)CCCC3)CCN1CCc1ccccc1 (stereo not given) | 7 | -20% | -8% | -1% | ? | 0.1% | -14% | -1% | i
CCOc1ccc(-c2nc(S(=O)(=O)c3ccccc3)c(NCc3cccnc3)o2)cc1 | ? | -28% | · | -3% | 1% | 3.5% | -11% | 0% | i
Cc1cccc(C)c1NC(=O)CN(C)C(=O)c1cccc(-n2cccc2)c1 | -9 | 26% | 7% | 1% | 7% | -0.6% | -89% | 4% | i
CC(C)C[C@H]1COCCS(=O)(=O)N1Cc1cccc(F)c1 | 12 | 6% | 1% | 0% | -2% | 0.6% | -1% | 14% | i
CC(C)(C)NC(=O)C1CC(=O)OC12CCOC(C)(C)C2 (stereo not given) | 11 | -15% | 1% | -1% | 0% | -0.5% | 5% | -20% | i
COC(=O)c1ccc(Sc2ccccc2NS(=O)(=O)c2ccc(NC(C)=O)cc2)nc1 | 36 | 3% | 22% | -2% | ? | 2.7% | -32% | 4% | i
C(=C\c1nc(-c2cccnc2)no1)/c1ccccc1 | -27 | -9% | ? | -2% | 8% | ? | -26% | 44%[activator] | i
CCOC(=O)C1=C(C)Nc2nc(SCC(=O)OC)nn2C1c1cc(F)cc(F)c1 (stereo not given) | 5&22 | -9%&-12% | 15%&7% | 3%&-5% | -2%&4% | -0.7%&0.1% | -1%&-1% | -15%&4% | i
Cc1ccc(C(NC(N)=O)c2ccccc2C)cc1 (stereo not given) | 46 | -1% | 11% | 1% | -4% | -0.3% | -10% | 1% | i
COc1cccc(CC(=O)Nc2ncc(C)s2)c1 | -17 | -45% | -11% | -1% | 30% | 2.9% | -26% | 3% | i
COc1cccc(NC(=O)CN(C)S(=O)(=O)c2ccc3c(c2)n(C)c(=O)c(=O)n3C)c1 | 4 | 0% | 3% | -1% | 3% | -0.5% | 6% | 19% | i
CCc1ccc(NC(=O)N2CCN(c3ccc(F)cc3)CC2)cc1 | -20 | -25% | -5% | 2% | -2% | 1.4% | -42% | · | i
CC1CCN(C(=O)CNC(=O)CNS(=O)(=O)c2ccccc2)CC1 | 6 | -4% | 0% | -14% | 5% | -0.1% | -5% | · | i
CC(CN1CCCCC1)c1ccccc1 (stereo not given) | 11 | -29% | 25% | 0% | -5% | 0.0% | -5% | 6% | i
COC(=O)c1ccc(C)c(NC(=S)NCc2ccc(Cl)cc2)c1 | -24 | -2% | 0% | 11% | 5% | -0.2% | -5% | -15% | i
CCCCN(C)C(=O)c1cccc(OC2CCN(CC(C)(C)C)CC2)c1 | 17 | -16% | 0% | 0% | 16% | -1.0% | -12% | · | i
O=C(NC(=O)c1ccccc1)Nc1ccc(Cl)cn1 | 9 | 8% | ? | 5% | -3% | ? | 2% | 5% | i
O=C(Nc1ccccc1)N1CCSc2cc(Cl)ccc21 | 25 | -17% | 13% | -3% | 7% | 0.0% | 9% | 8% | i
Cn1c(=O)c2c(-c3ccccc3)n(-c3ccccc3F)cc2n(C)c1=O | -12 | ? | · | · | · | -1.0% | -34% | -11% | i
Cc1cc(C)n2nc(C(=O)Nc3cccc(S(=O)(=O)N4CCOCC4)c3)nc2n1 | -2 | 1% | -3% | 5% | -17% | -0.3% | 2% | 5% | i
Cn1ccnc1C(O)(c1nnc(-c2ccccc2)o1)C(F)(F)F (stereo not given) | -4 | -2% | 2% | 1% | 0% | 0.0% | 8% | -17% | i
CCCc1cc(=O)[nH]c(SCCOc2ccc(Cl)cc2)n1 | 45 | 3% | 11% | -3% | -1% | -0.2% | 6% | -15% | i
CCCCn1c(N)c(N(Cc2ccccc2OC)C(=O)CCSC)c(=O)[nH]c1=O | 3 | -1% | 13% | -8% | 1% | -0.4% | 5% | -1% | ?
Cc1cccc(-c2cc(N)n(-c3ccccc3)n2)c1 | ? | -8% | ? | -2% | -4% | 0.4% | -27% | 34%[activator] | i
Cc1occc1C(=O)N(Cc1nc(-c2ccccc2)no1)C(C)C | -4 | 9% | 15% | -9% | -7% | -0.8% | 2% | · | i
CCOc1cc(NC(=O)c2cccs2)c(OCC)cc1NC(=O)c1ccccn1 | 0 | ? | -11% | 1% | 8.2µM* | 0.3% | -6% | -3% | ·
N#CCN(CC#N)C(=O)C1c2ccccc2Oc2ccccc21 | -4 | 7% | 10% | 1% | 3% | -0.3% | 6% | -3% | i
COc1ccc(CCNC(=O)CN(C)S(=O)(=O)c2ccc(OC)cc2)cc1 | -15 | -3% | -18% | 0% | ? | -0.6% | -13% | -2% | i
Cc1cc([N+](=O)[O-])ccc1NC(=O)c1csc(C)c1C | -18 | -1% | ? | 5% | 2% | -0.7% | 1% | 26% | i
Cc1ccccc1OCCC(=O)OCC(=O)NC1CC1 | 6 | -6% | 25% | 2% | 1% | -0.7% | 2% | 1% | i
COc1ccccc1C(=O)NC(C)c1cccc2ccccc12 (stereo not given) | -24 | -18% | ? | -4% | ? | 0.5% | -24% | -10% | i
COc1ccc2[nH]c3c(=O)n(/N=C/c4ccc(OC)c(CN5CCCC5)c4)c(C)nc3c2c1 | -3 | 4% | 5% | 0% | -6% | -0.2% | -3% | 0% | i
Cc1cc(C)cc(NC(=O)COC(=O)CC2CCCC2)c1 | -7 | -1% | 0% | 8% | 5% | 0.8% | -10% | -14% | i
CSc1ncc(Cl)c(C(=O)Nc2c(C(=O)Nc3cccc(Cl)c3)oc3ccccc23)n1 | · | 0% | 0% | 2% | · | -1.0% | 3% | 5% | i
Cc1ccc(C)c(NC(=S)Nc2cccnc2)c1 | -11 | -29% | 1% | 1% | -1% | -0.3% | -14% | -28% | i
O=C(NCc1cccs1)C1CC1 | 12 | 3% | ? | 0% | -2% | -1.3% | 10% | -8% | i
CCOCc1[nH]c(=S)[nH]c(=O)c1Cc1ccc(OCC)cc1 | 25 | 4% | -3% | 5% | 6% | -0.4% | 3% | -5% | i
CCN(CC)CCn1c(SCC(=O)Nc2ccc3c(c2)CCC3)nc2ccccc2c1=O | ? | ? | -17% | ? | ? | 8.1% | -58% | · | ?
Cc1cccc(OC(=O)C2C(c3ccccc3)C(C(=O)O)C2c2ccccc2)c1 (stereo not given) | 24 | -10% | ? | -12% | 8% | -0.4% | -20% | -5% | i
CCc1ccc(NC(=O)CCS(=O)(=O)c2ccc3c(c2)n(C)c(=O)c(=O)n3C)cc1 | · | · | 7% | -2% | · | 0.3% | -4% | · | ·

New compounds follow.
SMILES | IL1B secr inh | TGFb inhibitor | Nrf2 block | A549 viability | MCF10A rerep | Nrf2 activator | HepG2 tox | ATXN2 expr inh | ATXN viability
Cc1ccc(NNC(=O)c2c(C)noc2C)cc1Cl | 12 | -11% | -7% | 2% | 5% | 4.4% | -8% | · | ?
COc1ccc(NC(=O)CSc2nnc(-c3cccnc3)o2)cc1 | -13 | -2% | ? | 11% | 5% | -0.7% | 1% | 4% | i
CC(C)C(=O)NCCc1nc(-c2ccccc2)no1 | 22 | 3% | ? | -1% | 8% | 2.0% | -1% | 18% | i
Cc1ccc(S(=O)(=O)NCC(=O)OC(C)C(=O)NC(=O)NC2CCCCC2)cc1C (stereo not given) | 7 | 5% | 1% | 0% | 12% | 0.2% | 4% | · | i
CCCCCCC1/C(=N\NC(=O)c2ccccc2)CCC1C(=O)OC (stereo not given) | -12 | 3% | -16% | 3% | 3% | -0.6% | -1% | 18% | i

A different layout for part of the listing above.
| mol | IL1B secr inh | TGFb inhibitor | Nrf2 block | A549 viability | MCF10A rerep | Nrf2 activator | HepG2 tox | ATXN2 expr inh | ATXN viability |
| --- | --- | --- | --- | --- | --- | --- | --- | --- | --- |
| CCCCCCC1/C(=N\NC(=O)c2ccccc2)CCC1C(=O)OC (stereo not given) | -12 | 3% | -16% | 3% | 3% | -0.6% | -1% | 18% | i |
| Cc1ccc(NNC(=O)c2c(C)noc2C)cc1Cl | 12 | -11% | -7% | 2% | 5% | 4.4% | -8% | · | ? |
| CC(C)C(=O)NCCc1nc(-c2ccccc2)no1 | 22 | 3% | ? | -1% | 8% | 2.0% | -1% | 18% | i |
| Cc1ccc(S(=O)(=O)NCC(=O)OC(C)C(=O)NC(=O)NC2CCCCC2)cc1C (stereo not given) | 7 | 5% | 1% | 0% | 12% | 0.2% | 4% | · | i |

Compound activity from PubChem BioAssay.
